XiGFP reactiv: activators of inactive X chromosome reactivation, primary screen, imaging, XiGFP fibroblasts, GFP high-content imaging, set 2 | XiGFP mouse fibroblasts, % GFP-positive cells imaging, 3 d; cells co-treated with 5-aza-dC sensitizer; scaled so ellipticine positive control = 100% | activation, % at 7.58 µM | 360,000 tested, 0.055% active;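 active = mean normalized replicate activation at least 10% and every replicate at or above 10%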;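 note: 0% = median of on-plate neutral control wells and 100% = ellipticine 6 µM median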
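material = 68-5-11 XiGFP fibroblast line | medium = DMEM plus 5-aza-dC sensitizer | schedule = 3 days compound exposure | benchmarks = positive control ellipticine, 6 µM final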
ERp5 block: inhibitors of ERp5-driven insulin aggregation, primary screen, biochemical, turbidity, absorbance 650 nm, single point. Protein disulfide-isomerase A6 (Homo sapiens), Q15084. 90 min. inhibition, % at 9.99 µM. 350,000 tested, 0.05% active;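 active = mean replicate inhibition above about 25%, with every replicate also reaching it, limit read from the data, passing the limit was not always enough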
esBAF inh: Bmi1 luciferase reporter increase in mESCs, primary screen, esBAF inhibitor project, mouse ES cells, Bmi1 luciferase knock-in, single point; 24 h; 100% = twice the neutral-well signal; reporter increase, % at 12.5 µM; 350,000 tested, 2% active; AID 602393, 2012; in the data active = activation above about 40%;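 note: 0% = median of the plate's neutral control wells and 100% = double that signal; a rise in the Bmi1 reporter signal indicates esBAF inhibition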
RAD52 inh: RAD52 DNA annealing inhibitors, primary screen, biochemical, FRET, single point, set 2; recombinant RAD52 DNA annealing, FRET fluorescence; 360,000 tested, 0.46% active; inhibition, % at 18.7 µM; AID 651710, 2012; DNA repair protein RAD52 homolog (Homo sapiens), P43351;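 active = every replicate showing at least 50% inhibition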
S100A4 MyoIIA: inhibitors of S100A4-myosin IIA peptide binding, primary screen, biochemical, fluorescence polarization, TAMRA-MyoIIA peptide | Protein S100-A4 (Homo sapiens), P26447 | inhibition, % at 10.7 µM | 360,000 tested, 0.14% active | AID 652163, 2013;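 active = mean inhibition of at least 70% across replicates, with every replicate also reaching that level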
Target sequence (P26447 whole entry, looked up): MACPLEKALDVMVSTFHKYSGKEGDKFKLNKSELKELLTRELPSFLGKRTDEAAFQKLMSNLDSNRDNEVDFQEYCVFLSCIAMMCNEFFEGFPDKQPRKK
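System – human S100A4 monomer protein, biochemical binding assay · Buffer or medium – Calcium-containing HEPES buffer, pH 7.2 · Timing – 5 min between mix addition and reading · Also added – TAMRA-labelled myosin IIA heavy-chain peptide probe, 5 nM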
RAD54 branch: inhibitors of human RAD54 branch migration, primary screen, biochemical, fluorescence, single point; RAD54 Holliday junction branch migration, FAM/BHQ fluorescence; AID 602329, 2012; 360,000 tested, 0.14% active; DNA repair and recombination protein RAD54-like (Homo sapiens), Q92698; inhibition, % at 10.4 µM;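 active = mean normalized replicate activity at least 40 and at least half of replicates scoring 40 or more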;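 note: 0% = median of neutral control wells and 100% = median of positive control wells; inhibitors cause a drop in the FAM fluorescence signal; in these data hits start at about 50%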
Target sequence (Q92698 whole entry, looked up): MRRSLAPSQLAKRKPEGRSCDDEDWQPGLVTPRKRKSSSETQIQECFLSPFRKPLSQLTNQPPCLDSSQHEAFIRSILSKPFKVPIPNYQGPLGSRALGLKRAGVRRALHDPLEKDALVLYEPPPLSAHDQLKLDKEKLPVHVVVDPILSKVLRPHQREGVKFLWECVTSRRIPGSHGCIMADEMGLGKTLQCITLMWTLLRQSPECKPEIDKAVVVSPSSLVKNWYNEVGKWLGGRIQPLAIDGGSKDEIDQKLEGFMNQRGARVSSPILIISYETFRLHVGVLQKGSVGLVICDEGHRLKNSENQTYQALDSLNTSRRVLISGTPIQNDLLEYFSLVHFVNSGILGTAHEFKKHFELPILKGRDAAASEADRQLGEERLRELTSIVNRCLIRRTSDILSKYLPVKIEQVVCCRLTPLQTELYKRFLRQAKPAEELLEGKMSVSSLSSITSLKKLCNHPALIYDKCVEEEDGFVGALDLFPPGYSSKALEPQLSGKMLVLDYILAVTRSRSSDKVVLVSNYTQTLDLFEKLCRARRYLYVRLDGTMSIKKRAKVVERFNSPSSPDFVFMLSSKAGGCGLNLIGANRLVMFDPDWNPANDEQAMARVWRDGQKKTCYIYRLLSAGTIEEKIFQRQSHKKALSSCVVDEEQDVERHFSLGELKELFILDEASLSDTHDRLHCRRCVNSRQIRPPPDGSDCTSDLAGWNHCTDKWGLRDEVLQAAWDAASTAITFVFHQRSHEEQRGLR
ERAP1 HTS inh: human ERAP1 aminopeptidase inhibitors, primary screen, biochemical, single point, plate reader; recombinant ERAP1, Leu-AMC fluorescence, 60 min; Endoplasmic reticulum aminopeptidase 1 (Homo sapiens), Q9NZ08; 340,000 tested, 0.15% active; inhibition, % at 10.7 µM;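 active = mean replicate inhibition of at least 30%, or all replicates individually reaching that 30% level; inactive = mean below 30% and not every replicate reaching it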;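 note: 0% = neutral control wells and 100% = L-leucinethiol positive control wells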
E-selectin induc: E-selectin induction in HUVECs, primary screen, imaging, HUVEC, immunofluorescence imaging, single point. 260,000 tested, 0.37% active. normalized: neutral wells 0, TNF-alpha wells 100. P16581. activation, % at 7.58 µM;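 active = mean E-selectin-positive cell signal at least 10% of the positive control, reached in at least 60% of replicates, without over 20% cell loss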;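 note: in these data hits start at about 27%; measured in HUVEC primary endothelial cells; signal is the percent of cells scored E-selectin positive by PE staining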
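Assay system: HUVEC primary endothelial cells. Input: 3,000 HUVEC seeded per well. Doses: one compound dose added by pin transfer. Read-out basis: % PE-positive cells. Benchmarks: TNF-alpha high, DMSO low. Detection: immunofluorescence imaging. Buffer or medium: EGM-2, gelatin.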
* hit, by the source's call; nt = not tested or not shown.

item	molecule	XiGFP reactiv	ERp5 block	esBAF inh	RAD52 inh	S100A4 MyoIIA	RAD54 branch	ERAP1 HTS inh	E-selectin induc
1	COc1cc(C(=O)NCCC(=O)NCCN2CCOCC2)cc(OC)c1OC	nt	4.9	nt	-7.4	-2.6	-5.9	0.6	nt
2	N#Cc1c(N)n[nH]c1Cc1cccc2ccccc12	0.2	6.3	-10.2	-19.7	-6.0	-8.3	-3.7	-0.1
3	O=C(COC(=O)/C=C/c1ccc([N+](=O)[O-])cc1)NCC1CCCO1 (centres undefined)	-0.1	-2.4	nt	-1.4	-0.9	nt	6.8	3.2
4	CC(=O)c1ccccc1C(=O)N1CCCC(C(=O)c2ccc(C(F)(F)F)cc2)C1 (centres undefined)	0.2	-2.1	30.1	-9.5	-6.4	-5.8	3.7	nt
5	Cc1cccc(C(=O)N=c2c(C#N)cc3c(=O)n4cccc(C)c4nc3n2Cc2ccco2)c1	0.0	2.4	13.0	-66.5	-5.7	-3.8	-33.1	-0.3
6	COc1cc(OC)cc(C(=O)NNC(=O)c2ccc(-n3cncn3)c([N+](=O)[O-])c2)c1	0.0	-0.9	3.2	-3.5	-5.7	-6.3	1.1	-2.3
7	Cc1cccc(NC(=O)CC23CC4CC(C2)CC(n2nnc(C)n2)(C4)C3)c1	0.0	-7.5	nt	-21.6	-12.8	1.2	-0.4	nt
8	COc1ccc(-c2c(-c3ccc(C#N)cc3)oc(=O)c3cc(OC)c(OC)cc23)cc1	0.0	-0.9	-4.5	-5.1	11.5	-5.1	-2.1	0.3

Continued, starting with the last two of the part before.
item	molecule	XiGFP reactiv	ERp5 block	esBAF inh	RAD52 inh	S100A4 MyoIIA	RAD54 branch	ERAP1 HTS inh	E-selectin induc
7	Cc1cccc(NC(=O)CC23CC4CC(C2)CC(n2nnc(C)n2)(C4)C3)c1	0.0	-7.5	nt	-21.6	-12.8	1.2	-0.4	nt
8	COc1ccc(-c2c(-c3ccc(C#N)cc3)oc(=O)c3cc(OC)c(OC)cc23)cc1	0.0	-0.9	-4.5	-5.1	11.5	-5.1	-2.1	0.3
9	O=C(Nc1cccc(F)c1)N[C@@H]1CC[C@@H](CCNS(=O)(=O)c2cccc(Cl)c2)O[C@@H]1CO	-0.6	4.9	2.0	-14.2	-0.2	1.8	nt	0.2
10	O=C(NCc1ccco1)C(C(=O)c1ccc(F)cc1)n1ccccc1=O (centres undefined)	nt	2.4	-3.5	-2.5	1.0	1.9	3.2	nt
11	CC(=O)N1CC2(NC(=O)c3ccccc3N2)c2ccccc21 (centres undefined)	0.0	-5.9	4.0	-14.6	2.3	-0.7	3.3	0.0
12	C[C@@H]1CN([C@H](C)CO)C(=O)c2cc(-c3ccc(C#N)cc3)cnc2O[C@@H]1CN(C)C(=O)CN(C)C	-0.7	0.6	-5.1	-1.4	4.2	-18.4	-2.1	0.1
13	COc1cc(CN2C(=O)C(Cc3ccccc3)ON=C2c2ncccc2C)cc(OC)c1 (centres undefined)	-0.3	-4.7	11.1	-12.4	19.0	-1.7	nt	nt
14	O=C(NCC(=O)N1CCN(S(=O)(=O)/C=C/c2ccccc2)CC1)c1ccccc1F	0.2	2.2	nt	-2.4	11.3	nt	-2.3	-0.1
15	c1ccc(N2CCN(C3CC4CCC3C4)CC2)cc1 (centres undefined)	0.0	1.3	-8.7	-16.4	1.3	-0.2	-1.3	0.0
16	O=[N+]([O-])c1ccc(S(=O)(=O)NN=Cc2ccc3c(c2)OCO3)cc1	0.0	-10.1	0.4	4.7	0.2	nt	2.6	0.5
17	CCCc1nnc(SCC(=O)Nc2ccc(NC(C)=O)cc2)n1-n1cccc1	0.0	0.6	5.6	-15.0	-9.3	8.0	0.6	12.2
18	CCC(=O)Nc1ccc2c(c1)OC[C@@H](C)N(Cc1ccccc1OC)C[C@@H](C)[C@@H](OC)CN(C)C2=O	0.5	-1.2	-3.2	-3.2	15.9	3.0	0.2	-0.1
19	O=C(NCc1ccccc1)c1cc(C2CCCCN2C(=O)c2ccc(Cl)cc2)on1 (centres undefined)	0.0	2.7	1.6	-5.4	-2.1	-6.3	-3.5	-0.3
20	COC(=O)[C@H](CC(C)C)NC(=O)/C=C/[C@H]1O[C@@H](n2ccc(=O)[nH]c2=O)[C@H](O)[C@@H]1O	-0.1	2.9	-2.2	-12.0	13.6	-8.2	0.5	0.4
21	O=C(NCc1ccco1)c1cccc(-c2ccc3nncn3c2)c1	0.0	3.4	-6.1	-30.0	-13.1	0.7	-2.1	0.0
22	COCc1ccc(CN2CCC(n3nccc3NC(=O)CCCc3ccccc3)CC2)o1	0.7	-1.2	-12.9	-10.5	2.2	-2.7	-0.6	-0.2
23	CC(OC(=O)CNC(=O)c1ccccc1)C(=O)Nc1ccc(S(=O)(=O)N2CCOCC2)cc1 (centres undefined)	0.0	-6.0	nt	-8.0	-5.3	-2.2	-3.1	-0.2
24	CCOC(=O)c1cnc2c(CC)cccc2c1NCCN1CCOCC1	0.1	0.8	-3.9	2.1	-2.1	10.5	0.1	nt

Single records, from the list above. Screens in order: XiGFP reactiv	ERp5 block	esBAF inh	RAD52 inh	S100A4 MyoIIA	RAD54 branch	ERAP1 HTS inh	E-selectin induc
COCc1ccc(CN2CCC(n3nccc3NC(=O)CCCc3ccccc3)CC2)o1 across the screens: 0.7	-1.2	-12.9	-10.5	2.2	-2.7	-0.6	-0.2
CCCc1nnc(SCC(=O)Nc2ccc(NC(C)=O)cc2)n1-n1cccc1 across the screens: 0.0	0.6	5.6	-15.0	-9.3	8.0	0.6	12.2
O=C(NCc1ccccc1)c1cc(C2CCCCN2C(=O)c2ccc(Cl)cc2)on1 (centres undefined) across the screens: 0.0	2.7	1.6	-5.4	-2.1	-6.3	-3.5	-0.3

(list continues)
25	Cc1ccc(C(C(=O)NC2CCCCC2)N(C(=O)c2csnn2)C2CCCC2)o1 (centres undefined)
26	CC1CCN(C(=O)c2ccc3ccccc3c2)CC1
27	Cc1cccc(N(Cc2ccccc2)C(=O)c2ccccc2S(C)(=O)=O)c1
28	COC(=O)c1ccccc1NC(=O)c1onc(C)c1Cl
29	CN1CCN(CC(O)COc2ccc(S(=O)(=O)N3CCOCC3)cc2)CC1 (centres undefined)
30	COc1cc(NC(=O)Cc2cccs2)c(C(=O)O)cc1OC
31	COc1ccc(Br)cc1C(=O)NC(=S)Nc1c(C)n(C)n(-c2ccccc2)c1=O
32	OCC1OC(c2ccc(O)cc2O)C(O)C1O (centres undefined)
compound no.,25,26,27,28,29,30,31,32
XiGFP reactiv,nt,0.0,-0.1,0.1,-0.1,0.1,0.1,0.1
ERp5 block,2.4,-2.3,5.1,4.1,-4.1,0.0,4.9,1.2
esBAF inh,-0.6,34.4,-7.6,2.8,-11.1,nt,-12.6,nt
RAD52 inh,-7.7,-7.8,-3.7,-11.1,-15.3,-2.4,-6.4,-17.2
S100A4 MyoIIA,-2.5,-0.9,0.1,-4.5,1.4,-8.0,-5.5,0.8
RAD54 branch,3.6,-15.1,2.3,6.8,5.1,-0.6,-9.4,nt
ERAP1 HTS inh,3.0,0.5,5.6,-1.3,0.8,-3.7,0.6,0.6
E-selectin induc,nt,nt,-0.2,0.1,-0.8,nt,0.8,0.0

33	C[C@@H]1CN([C@@H](C)CO)C(=O)c2cc(C#Cc3ccccn3)cnc2O[C@@H]1CN(C)C(=O)c1ccccn1
34	CC(C)C(=O)Nc1ccc(NC(=O)c2ccc3c(c2)OCO3)cc1
35	COc1cccc(NC(=O)N2[C@H](CNC(C)C)[C@H](c3ccccc3)[C@@H]2CO)c1
36	CC(=O)Nc1ccccc1C(=O)C(=O)Nc1ccccc1
37	Cc1nn(C)c(C)c1/C=C/C(=O)O
38	Cc1cccc(C)c1NC(=O)CN(C)C(=O)/C=C/c1cccs1
39	CSCCC(NS(=O)(=O)c1cc(C(=O)O)ccc1Cl)C(=O)O (centres undefined)
40	C[C@@H]1CN([C@H](C)CO)C(=O)c2cccc(NC(=O)Nc3cccc4ccccc34)c2O[C@H]1CN(C)S(=O)(=O)c1cccs1
compound no.,33,34,35,36,37,38,39,40
XiGFP reactiv,0.2,0.0,0.0,0.7,0.0,0.1,-0.3,-1.0
ERp5 block,6.0,-3.8,nt,nt,3.4,4.7,11.3,-2.3
esBAF inh,-0.2,-9.3,0.3,35.2*,-3.0,-8.0,-3.1,5.4
RAD52 inh,-31.2,-6.7,nt,nt,-6.3,-7.0,-11.1,6.2
S100A4 MyoIIA,4.8,1.1,nt,8.1,-1.8,-3.9,-0.2,-3.5
RAD54 branch,5.0,-5.0,1.0,-7.5,-6.6,1.4,nt,5.9
ERAP1 HTS inh,3.2,0.3,nt,nt,3.3,2.1,-0.3,0.4
E-selectin induc,-0.2,nt,0.1,nt,nt,nt,0.5,0.0

41	Cc1c(Cl)cccc1NC(=S)Nc1ccc2[nH]c(=O)[nH]c2c1
42	COCC(=O)N(C)C[C@H]1Oc2ncc(Br)cc2C(=O)N([C@@H](C)CO)C[C@@H]1C
43	C[C@H](CO)N1C[C@H](C)[C@@H](CN(C)C(=O)Cc2ccncc2)Oc2cc(C3=CCCCC3)ccc2S1(=O)=O
44	Cc1cc(C)n2c(nc3ccccc32)c1C(=O)NN
45	Cc1ccc(C(=O)C2CC2)cc1C
46	O=C(COc1ccc(Cl)cc1Cl)NCC(=O)N/N=C/c1c[nH]c2ccccc12
47	COc1cccc(/C=N/n2c(-c3cc(C)[nH]n3)n[nH]c2=S)c1OC
48	O=C(CN1CCOCC1)N1CC2(C1)[C@@H](c1ccccc1)[C@@H](CO)N2Cc1cccc(F)c1
49	O=C(c1cccc(-n2cccc2)c1)N1CCN(S(=O)(=O)c2ccccc2Br)CC1
50	COc1ccccc1N1C(C)=CC(=C(C#N)c2nc3ccccc3s2)C=C1C
51	CC1CCN(Cc2c(C(=O)N/N=C/c3ccc(C(F)(F)F)cc3)nnn2-c2nonc2N)CC1
compound no.,41,42,43,44,45,46,47,48,49,50,51
XiGFP reactiv,-0.1,-0.5,-0.1,0.0,0.0,0.6,0.3,0.1,0.0,0.0,0.3
ERp5 block,-2.6,-8.0,-0.7,-3.0,-4.6,-11.3,1.5,7.5,12.9,0.2,-0.9
esBAF inh,6.6,2.7,-8.6,nt,-5.4,nt,nt,nt,1.1,nt,-2.4
RAD52 inh,3.2,-0.8,-1.5,-6.9,-3.3,-6.1,-5.5,-1.5,-8.9,-138.5,-10.0
S100A4 MyoIIA,25.9,2.4,-8.3,-1.3,-2.3,0.0,-2.1,nt,-3.3,-0.7,2.0
RAD54 branch,-2.8,0.1,10.5,-16.6,9.8,nt,nt,nt,8.7,nt,4.7
ERAP1 HTS inh,-3.3,nt,0.4,3.0,1.2,-4.5,5.4,nt,0.6,1.0,5.4
E-selectin induc,nt,-0.2,0.1,nt,-0.7,0.0,8.5,-0.1,-0.3,nt,1.0

Source: PubChem (Broad Institute)
